TCR activator: T cell receptor activation; Potency, µM (titrated, usually from 9.22 µM), without a hit: top-dose activation of IL-2 secretion, most hits filed as activators; primary human leukocytes, anti-CD3, IL-2 HTRF, 48 h; 330,000 tested, under 10 active; further: % of control where 0% means no effect
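48 hr co-incubation of compounds, a-CD3 beads and primary human leukocytes; IL-2 quantified homogeneously by HTRF with anti-IL-2 K and d2 conjugates.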
BCR signal inh: blocks chronic active B-cell receptor signaling | ABC-DLBCL IkBa-CBG/CBR reporter, luminescence ratio, 4 h | Potency, µM (highest dose often 46.1 µM), for inactives: top-dose ratio change, negative = lower green/red ratio, actives largely listed as inhibitors | 340,000 tested, 0.05% active | AID 493014; active means well fitted inhibition curve with a large enough effect in the signal ratio, with a control signal flat, not every such curve was filed as active; inconclusive means small, poorly fitted or top-dose-only effect, or effect the other way, or a change in a side signal; the % refers to the signal ratio;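 further: potency means the concentration at half of the fitted maximal effect; plate controls were basal doxycycline-induced cells for no effect and cells given 10 µM MG132 for full effect; MG132 reads +100%, hits lower the ratio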
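TMD8 human ABC-DLBCL cells with doxycycline-inducible IκBα–green luciferase fusion and unfused red luciferase, in 0.5% FBS medium; compounds up to 46 uM, 4 h at 37C. Green/red luminescence ratio, filter-overlap corrected, fitted to concentration-response curves.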
TSHR antag: human thyrotropin receptor antagonism; TSHR-expressing cells, TSH-stimulated cAMP HTRF, 2 h; hits give low values; P16473; activity change, negative = inhibition, % at 11.5 µM; 330,000 tested, 0.2% active; AID 504810;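 active means activity change below a set negative limit, meaning inhibition stronger than a set level, cut at about -70% in these data; inconclusive means activity change between two set negative limits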; further: on the % scale 0 is the no-effect control and ±100 the full control effect
Target sequence (P16473 whole entry, looked up): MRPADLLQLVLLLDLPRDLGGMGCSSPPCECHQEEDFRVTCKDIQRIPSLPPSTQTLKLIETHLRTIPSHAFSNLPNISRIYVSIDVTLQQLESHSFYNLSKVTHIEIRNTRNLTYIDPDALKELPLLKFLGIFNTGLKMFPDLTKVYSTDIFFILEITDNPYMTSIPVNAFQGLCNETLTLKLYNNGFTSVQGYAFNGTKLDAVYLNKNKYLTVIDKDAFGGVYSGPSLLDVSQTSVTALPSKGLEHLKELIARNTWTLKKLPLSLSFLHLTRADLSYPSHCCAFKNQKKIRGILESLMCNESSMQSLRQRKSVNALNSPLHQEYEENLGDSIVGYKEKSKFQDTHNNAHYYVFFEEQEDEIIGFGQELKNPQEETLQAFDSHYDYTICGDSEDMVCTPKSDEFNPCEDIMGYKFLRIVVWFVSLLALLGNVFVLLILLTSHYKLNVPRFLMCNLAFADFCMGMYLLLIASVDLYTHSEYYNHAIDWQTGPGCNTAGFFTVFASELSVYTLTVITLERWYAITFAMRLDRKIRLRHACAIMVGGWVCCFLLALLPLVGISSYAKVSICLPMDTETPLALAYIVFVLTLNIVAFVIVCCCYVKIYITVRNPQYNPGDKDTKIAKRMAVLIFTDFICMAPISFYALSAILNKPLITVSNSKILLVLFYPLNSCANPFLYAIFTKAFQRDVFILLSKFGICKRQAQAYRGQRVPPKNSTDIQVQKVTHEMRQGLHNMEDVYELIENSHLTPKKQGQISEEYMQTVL
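Inhibition of cAMP made by TSHR-expressing cells under TSH stimulation (4nM final, EC80; 2 h, 37 deg C) is quantified with a one-step lysis HTRF kit, anti-cAMP cryptate versus cAMP-d2.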
Tb PFK inh: inhibitors of T. brucei phosphofructokinase. T. brucei PFK, ADP-Glo luminescence. Potency, µM (doses to about 57.5 µM), without a hit: at the highest dose activity, negative = inhibition, hits mostly inhibitors. 330,000 tested, 0.17% active. AID 485367;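 further: potency means the concentration at half of the fitted maximal effect; 0% = uninhibited 1x PFK enzyme wells and -100% = no-enzyme wells; nearly all actives have a fitted effect of over 60% in size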
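In TEA buffer at pH 8.0 with 5 mM MgCl2, enzyme (1.25 nM) converted F6P (0.5 mM) and ATP (0.1 mM) for 45 min at room temperature. ADP product was read by luciferase luminescence.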
A-T KAP1 phos: candidate therapy for ataxia-telangiectasia. […] A-T fibroblasts, KAP-1 phosphorylation AlphaLISA; neocarzinostatin DNA damage 30 min before lysis. Potency, µM (doses to about 57.5 µM), for inactives: at the highest dose activation, hits mostly activators. 320,000 tested, 0.19% active. AID 485349; further: potency means the concentration at half of the fitted maximal effect; % of control where 0% means no effect; nearly all actives have a fitted effect of over 45% in size
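ATM-like activity read as KAP-1 phosphorylation via AlphaLISA donor/acceptor antibody pairs after lysis and 6 hr at 25C. Cells were ATM-null patient fibroblasts ([…], hTERT), dosed 60 min, then exposed to the DSB inducer NCS for 30 min.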
S-ASM inh: blocks human secretory acid sphingomyelinase | placental ASM, HMU-PC fluorogenic substrate, 60 min | Potency, µM (doses to about 57.5 µM), inactives show top-dose activity change, negative = inhibition, most hits filed as inhibitors | 340,000 tested, 0.006% active | AID 504937; further: potency means the concentration at half of the fitted maximal effect
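Steps: dispense placental human ASM, pin compound, wait 10 min at room temperature, add HMU-PC0 substrate at 9 uM final, incubate 60 min at 37 °C, add stop solution raising pH to 10, read fluorescence.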
TSG101-PTAP inh: blocks PTAP/TSG101 interaction to inhibit HIV-1 budding. Fluorescence polarization, FITC-PTAP peptide / Tsg101 binding. Q99816. 340,000 tested, under 10 active. Potency, µM (top dose mostly 115 µM), inactives show at the top dose activity change, negative = inhibition, usual class: inhibitors. AID 493005; active means well fitted inhibition curve with a large enough effect in the main read-out, with a control signal flat, not every such curve was filed as active; inconclusive means small, poorly fitted or top-dose-only effect, or effect the other way, or a change in a side signal; inactive means no such curve, though single readings can be large or run the other way; further: potency means the concentration at half of the fitted maximal effect; % of control where 0% means no effect
Target sequence (Q99816 whole entry, looked up): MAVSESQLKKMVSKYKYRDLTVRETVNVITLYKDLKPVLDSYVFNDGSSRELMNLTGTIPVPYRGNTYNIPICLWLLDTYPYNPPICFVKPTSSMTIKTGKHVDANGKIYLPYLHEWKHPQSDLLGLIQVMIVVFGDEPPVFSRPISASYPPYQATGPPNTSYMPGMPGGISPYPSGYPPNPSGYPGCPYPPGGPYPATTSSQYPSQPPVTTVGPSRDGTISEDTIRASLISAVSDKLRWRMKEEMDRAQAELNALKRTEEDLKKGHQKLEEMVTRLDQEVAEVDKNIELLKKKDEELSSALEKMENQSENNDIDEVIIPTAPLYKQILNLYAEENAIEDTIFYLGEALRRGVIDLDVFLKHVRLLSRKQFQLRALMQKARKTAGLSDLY
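FP read-out: FITC-PTAP peptide, 50 nM final, binding Tsg101 binding domain, 10 uM final; 20 min, r.t.; 10 mM HEPES pH 7.5, 0.15 M NaCl, 0.01% Tween 20, 3 mM EDTA, 0.1 mM TCEP.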
Integrin act MD: activates integrin-mediated alleviation for muscular dystrophy; alpha7betagal myoblasts, beta-gal FDG fluorescence, 48 h; Potency, µM (series often up to 38.3 µM), without a hit: at the highest dose activation, usual class: activators; 350,000 tested, 0.064% active;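 further: potency means the concentration at half of the fitted maximal effect; 100% = response of the positive control SU9516; nearly all actives have a fitted effect of over 60% in size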
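Alpha7betagal+/- myoblasts (passage 13) were plated 16-24 hr, then exposed to compounds (1:260 dilution of DMSO stock) for 48 hours at 37C. After MPER lysis, β-galactosidase reporter activity was read as FDG fluorescence (ex 480/em 540) after 30 minutes.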
Mito fusion act: mitochondrial division inhibition or fusion activation. S. cerevisiae fusion-defective mutant growth rescue, CellTiterGlo 48 h. Potency, µM (titrated, usually from 46.1 µM), for inactives: at the highest dose growth rescue (activation), actives largely listed as activators. 320,000 tested, 0.23% active. AID 485298;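 further: potency means the concentration at half of the fitted maximal effect; % of control where 0% means no effect; nearly all actives have a fitted effect of over 45% in size; temperature-sensitive fusion mutants such as fzo1-1 at 37 °C on non-fermentable ethanol glycerol medium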
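Compounds are tested for their ability to restore growth of mitochondrial fusion-defective yeast strains at non-permissive 37C in YPEG medium over 48 hours. Viability is quantified by luciferase luminescence.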
ELG1 DNA repair: ELG1-dependent DNA repair inhibition; AID 504467; 330,000 tested, 2.3% active; HEK293T ELG1-luciferase reporter, luminescence, 16 h; DNA damage induced by 5-fluorouridine; Potency, µM (highest dose often 46.1 µM), without a hit: at the highest dose activity change, negative = inhibition, usual class: inhibitors; further: potency means the concentration at half of the fitted maximal effect; on the % scale 0 is the no-effect control and ±100 the full control effect; nearly all actives have a fitted effect of over 55% in size
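Cells (2,000 per well) received 5-fluorouridine plus test compound or DMSO and were incubated 16 hr at 37 °C, 5% CO2. Luciferase activity was read by luminescence 30 min after ONE-Glo addition; signal suppression marked inhibition of damage-induced ELG1 function.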
Eya2 inh: blocks the phosphatase activity of human Eya2; 330,000 tested, 0.006% active; recombinant Eya2, OMFP fluorescence dephosphorylation (OMFP is methylfluorescein phosphate); Potency, µM (top dose mostly 76.9 µM), for the others: at the highest dose activity, negative = inhibition, actives largely listed as inhibitors; O00167; further: potency means the concentration at half of the fitted maximal effect; on the % scale 0 is the no-effect control and ±100 the full control effect
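Eya2 (0.2 uM) preincubated 10 min at ambient with compound, then OMFP substrate added at 50 uM; 10 min reaction in 50 mM HEPES pH 7.5, 50 mM NaCl, 5 uM MgCl2, 0.05% BSA, 1 mM DTT. Fluorescence read at Ex 485/Em 525 nm.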
Numbers without * were called inactive; [ ] = remark or other dose. Unless noted, the call rests on the fitted dose curve; in most records, active means well fitted curve in the direction sought with a large enough effect; inconclusive means small, poorly fitted or top-dose-only effect, or another doubt; inactive means no such curve, though single readings can be large; an effect the other way counts as inactive or inconclusive. Compounds were not picked by outcome; 3.2% or so of the library scored in one or more.

For COc1ccc(CCNC(=O)CO/N=C/c2cc3c(cc2Br)OCO3)cc1OC the results were TCR activator 7.1%, BCR signal inh -20.3%, TSHR antag -4.6, Tb PFK inh -4.6%, A-T KAP1 phos 2.0%, S-ASM inh 0.9%, TSG101-PTAP inh -4.1%, Integrin act MD 27.6%, Mito fusion act -3.0%, ELG1 DNA repair inconclusive and Eya2 inh 3.9%.
O=C(CSc1nnc(-c2ccco2)n1Cc1ccccc1)c1ccccc1 was read as TCR activator 3.9%, BCR signal inh 8.3%, TSHR antag 4.5, Tb PFK inh -5.6%, A-T KAP1 phos 6.3%, S-ASM inh -2.3%, TSG101-PTAP inh -3.3%, Integrin act MD -8.5%, Mito fusion act 4.7%, ELG1 DNA repair inconclusive and Eya2 inh 7.7%.
For CCOC(=O)c1c(NC(=O)C(C)Sc2cccc[n+]2[O-])sc2c1CCN(Cc1ccccc1)C2 (stereo not given) the results were TCR activator 0.3%[46.1 µM], BCR signal inh -1.1%, TSHR antag 0.9, Tb PFK inh -1.6%, A-T KAP1 phos 14.6%, S-ASM inh 337.6%[activator], TSG101-PTAP inh 5.8%, Integrin act MD -17.9%, Mito fusion act -1.2%, ELG1 DNA repair inconclusive and Eya2 inh -0.7%.
Screening COc1ccc(/C=C(/NC(=O)c2ccccc2)C(=O)Nc2cccc(C(=O)O)c2)cc1 returned TCR activator -1.3%, BCR signal inh -0.3%, TSHR antag 1.8, Tb PFK inh 4.0%, A-T KAP1 phos -24.0%, S-ASM inh -3.7%, TSG101-PTAP inh -0.2%, Integrin act MD 7.5%, Mito fusion act -1.6%, ELG1 DNA repair -13.3% and Eya2 inh -7.0%.
`CCC(=O)Nc1ccccc1C(=O)N1CCOCC1` gave TCR activator 2.8%, BCR signal inh 0.0%, TSHR antag -1.6, Tb PFK inh 1.5%, A-T KAP1 phos 2.3%, S-ASM inh -1.3%, TSG101-PTAP inh -1.4%, Integrin act MD 9.7%, Mito fusion act 3.0%, ELG1 DNA repair 10.9% and Eya2 inh 13.2%.
Screening Cc1ccc(S(=O)(=O)C2(C(=O)Nc3ccc(Br)cc3)CC2)cc1 returned TCR activator -4.7%, BCR signal inh -2.0%, TSHR antag -1.2, Tb PFK inh 0.0%, A-T KAP1 phos 8.0%, S-ASM inh -5.0%, TSG101-PTAP inh -5.2%, Integrin act MD 6.9%, Mito fusion act -10.0%, ELG1 DNA repair -22.9% and Eya2 inh -10.8%.
`COc1cc2c(cc1OC)CC(=O)N(C)CC2` gave TCR activator 1.0%[46.1 µM], BCR signal inh -8.5%, TSHR antag 2.7, Tb PFK inh 0.5%, A-T KAP1 phos 0.9%, S-ASM inh 3.0%, TSG101-PTAP inh -1.2%, Integrin act MD 24.9%, Mito fusion act -4.5%, ELG1 DNA repair inconclusive and Eya2 inh 7.7%.
Screening Cc1ccccc1-n1cc(C(=O)c2cc(Cl)ccc2O)cc(C#N)c1=O returned TCR activator 0.7%[46.1 µM], BCR signal inh 1.6%, TSHR antag -7.7, Tb PFK inh 6.2%, A-T KAP1 phos -8.3%, S-ASM inh -0.8%, TSG101-PTAP inh 0.6%, Integrin act MD -9.7%, Mito fusion act -6.5%, ELG1 DNA repair inconclusive and Eya2 inh 3.6%.
Screening Cc1ccc2c(c1)cc(CN(Cc1ccc3c(c1)OCO3)C(=O)c1cnccn1)c1nnnn12 returned BCR signal inh 0.7%, TSHR antag -3.3, Tb PFK inh -6.0%, A-T KAP1 phos 4.8%, S-ASM inh -1.2%, TSG101-PTAP inh -7.9%, Integrin act MD -12.9%, Mito fusion act 6.3%, ELG1 DNA repair -24.8% and Eya2 inh 15.5%.
`CCC(C)NC(=O)C1CCN(c2nc(C)cc(C)n2)CC1` (stereo not given) gave TCR activator 6.4%, BCR signal inh 0.2%, TSHR antag -5.7, Tb PFK inh -0.9%, A-T KAP1 phos 4.9%, S-ASM inh 5.0%, TSG101-PTAP inh -5.9%, Integrin act MD 0.8%, Mito fusion act -0.1%, ELG1 DNA repair -7.0% and Eya2 inh 11.4%.
For COc1cccc(C(=O)Nn2cnnc2)c1 the results were TCR activator 12.2%, BCR signal inh 19.6%, TSHR antag 0.3, Tb PFK inh 1.9%, A-T KAP1 phos -0.2%, S-ASM inh 3.9%, TSG101-PTAP inh -9.8%, Integrin act MD -6.6%, Mito fusion act -0.3%, ELG1 DNA repair 5.5% and Eya2 inh 1.1%.
`COc1ccc2c(c1)Cc1sc(NC(=O)c3cccnc3)nc1-2` gave TCR activator -0.2%, BCR signal inh 6.6%, TSHR antag 1.0, Tb PFK inh -3.1%, A-T KAP1 phos -1.7%, S-ASM inh 0.5%, TSG101-PTAP inh -5.2%, Integrin act MD 9.2%, Mito fusion act 17.1%, ELG1 DNA repair -6.3% and Eya2 inh 6.9%.
`CCN(CC)c1ccc(/C=N/OCC(=O)Nc2cccc(C)c2)cc1` gave TCR activator 1.1%[46.1 µM], BCR signal inh -3.2%, TSHR antag -41.8, Tb PFK inh 0.0%, A-T KAP1 phos 3.5%, S-ASM inh -3.8%, TSG101-PTAP inh 12.2%, Integrin act MD -32.1%, Mito fusion act 29.5%, ELG1 DNA repair 23.5% and Eya2 inh 3.1%.
`CCOC(=O)Cc1nnc(NC(=O)C(CC)Sc2nnc3c4ccccc4n(C)c3n2)s1` (stereo not given) gave TCR activator -3.4%, BCR signal inh 2.9%, TSHR antag -9.8, Tb PFK inh 1.9%, A-T KAP1 phos -1.3%, S-ASM inh -1.7%, TSG101-PTAP inh -3.6%, Integrin act MD -17.8%, Mito fusion act -7.3%, ELG1 DNA repair -16.4% and Eya2 inh -25.4%.
CC(=O)N1CCN(S(=O)(=O)c2cccc(C(=O)Nc3ccc(F)c(F)c3)c2)CC1 was read as TCR activator 3.4%, BCR signal inh -20.8%, TSHR antag 1.2, Tb PFK inh -1.3%, A-T KAP1 phos 8.0%, S-ASM inh -6.0%, TSG101-PTAP inh -4.1%, Integrin act MD -20.1%, Mito fusion act -1.8%, ELG1 DNA repair inconclusive and Eya2 inh 0.2%.
For CCCCc1ccc(NC(=O)CSc2nc(=O)n(CCN3CCOCC3)c3c2CCC3)cc1 the results were TCR activator -2.6%, BCR signal inh 9.1%, Tb PFK inh -11.9%, A-T KAP1 phos -1.1%, S-ASM inh -5.5%, TSG101-PTAP inh -5.1%, Integrin act MD 39.7%, Mito fusion act -7.0%, ELG1 DNA repair -1.8% and Eya2 inh -1.1%.
`CN(CCc1ccccn1)C1CCCN(S(=O)(=O)c2ccccc2Cl)C1` (stereo not given) gave TCR activator 5.5%, BCR signal inh -5.4%, TSHR antag 1.9, Tb PFK inh 0.3%, A-T KAP1 phos -1.7%, S-ASM inh 2.9%, TSG101-PTAP inh -4.1%, Integrin act MD -1.6%, Mito fusion act -0.2%, ELG1 DNA repair -18.4% and Eya2 inh -1.9%.
COc1ccc(C(=O)N=c2c(C#N)cc3c(=O)n4cccc(C)c4nc3n2Cc2ccco2)cc1 was read as BCR signal inh -9.3%, TSHR antag -2.2, Tb PFK inh -3.8%, A-T KAP1 phos 3.1%, Mito fusion act 4.3%, ELG1 DNA repair -2.8% and Eya2 inh 13.3%.
`O=C(c1ccc2ncsc2c1)N1CCN(c2ccccc2Cl)CC1` gave TCR activator -6.0%, BCR signal inh inconclusive, TSHR antag 11.2, Tb PFK inh -10.2%, A-T KAP1 phos 8.0%, S-ASM inh 8.3%, TSG101-PTAP inh -4.1%, Integrin act MD -25.6%, Mito fusion act 2.9%, ELG1 DNA repair inconclusive and Eya2 inh -6.8%.
Cc1ccc(S(=O)(=O)N2CCOCC2)cc1NC(=O)COC(=O)Cc1ccccc1 was read as TCR activator 0.9%[46.1 µM], BCR signal inh -3.3%, TSHR antag 10.6, Tb PFK inh 2.2%, A-T KAP1 phos 1.2%, S-ASM inh -2.6%, TSG101-PTAP inh -5.4%, Integrin act MD 7.3%, ELG1 DNA repair 13.1% and Eya2 inh -4.9%.
`Cc1ccc(-c2nnn3c2nc(NCCc2ccc(S(N)(=O)=O)cc2)c2ccccc23)cc1` gave TCR activator -1.5%[46.1 µM], BCR signal inh inconclusive, TSHR antag 26.2, Tb PFK inh inconclusive, A-T KAP1 phos 6.1%, S-ASM inh 75.6%[activator], TSG101-PTAP inh 1.2%, Integrin act MD inconclusive, Mito fusion act -1.9%, ELG1 DNA repair inconclusive and Eya2 inh -1.9%.
